From PubChem BioAssay
D2 potentiator: positive allosteric modulators of human D2 dopamine receptor. P14416. HEK293 T-REx D2, calcium flux, EC20 dopamine potentiation. potentiation, % at 10 µM. 340,000 compounds, 0.34% hits;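 active means potentiation over 3 SD above the plate norm, cut at about 30% in these data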; further: 0% is about no effect
Target sequence (P14416 whole entry, looked up): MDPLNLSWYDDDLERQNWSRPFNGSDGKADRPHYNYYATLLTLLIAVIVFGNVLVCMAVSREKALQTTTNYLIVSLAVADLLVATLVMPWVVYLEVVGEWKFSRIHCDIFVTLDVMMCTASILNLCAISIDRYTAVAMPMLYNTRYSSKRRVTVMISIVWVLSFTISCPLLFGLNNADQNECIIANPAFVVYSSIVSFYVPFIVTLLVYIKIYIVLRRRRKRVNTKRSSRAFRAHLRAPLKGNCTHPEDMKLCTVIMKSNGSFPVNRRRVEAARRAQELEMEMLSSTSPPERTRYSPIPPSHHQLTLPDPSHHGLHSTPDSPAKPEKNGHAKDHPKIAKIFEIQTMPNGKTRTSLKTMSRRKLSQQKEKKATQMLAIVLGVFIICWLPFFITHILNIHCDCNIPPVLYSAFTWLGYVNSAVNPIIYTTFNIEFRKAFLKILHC
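Calcium flux readout, no-wash dye, 1 read/s. Inducible HEK293 Trex D2 line, overnight 30 C. Compound alone 180 s (agonist flags), then EC20 dopamine, another 180 s to score potentiation.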
RXFP1 antag: antagonists of human relaxin receptor RXFP1 | HEK293-RXFP1, relaxin-stimulated cAMP HTRF, 30 min; active compounds read low | activity change, negative = inhibition, % at 57.5 µM | 350,000 compounds, 0.59% hits | AID 1259400;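 active means activity change of -60% or lower, but not beyond a set lower limit; inconclusive means change between -60% and -40%, or beyond the set limit; inactive means change above -40%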; further: on the % scale 0 is the no-effect control and ±100 the full control effect
D1 PAM: human D1 dopamine receptor positive modulation; HEK293 TREx D1 cells, calcium flux, dopamine EC20 potentiation; potentiation, % at 10 µM; 360,000 compounds, 0.036% hits; in the data active means potentiation above about 30%; further: 0% is about no effect
Target sequence (P21728 whole entry, looked up): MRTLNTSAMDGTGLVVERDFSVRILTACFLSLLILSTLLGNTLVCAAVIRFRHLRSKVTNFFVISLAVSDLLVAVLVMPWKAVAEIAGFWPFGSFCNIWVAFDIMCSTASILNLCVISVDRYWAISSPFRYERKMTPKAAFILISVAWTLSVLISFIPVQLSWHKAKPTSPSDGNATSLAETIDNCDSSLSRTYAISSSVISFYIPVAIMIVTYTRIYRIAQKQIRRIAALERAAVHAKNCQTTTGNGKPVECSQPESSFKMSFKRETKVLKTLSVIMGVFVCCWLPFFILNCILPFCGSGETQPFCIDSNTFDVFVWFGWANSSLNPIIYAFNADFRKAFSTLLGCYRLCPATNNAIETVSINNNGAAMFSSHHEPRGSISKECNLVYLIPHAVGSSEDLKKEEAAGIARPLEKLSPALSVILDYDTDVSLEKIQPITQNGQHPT
D2 ag: activates the human D2 dopamine receptor; HEK293 T-REx D2 cells, calcium flux agonist mode; 340,000 compounds, 0.53% hits; activation, % at 2 µM;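 active means activation over 3 SD above normal in the single-dose calcium agonist read, cut at about 30% in these data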; further: 0% is about no effect
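HEK293 Trex D2 cells, tetracycline-induced, o/n 30 C 5% CO2; no-wash Ca dye, RT 30–90 min; 10-cycle baseline, 23 nl cpd added, kinetic Ca read 180 s; agonist hits = positive Ca response.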
TRHR enhancer: allosteric enhancers of human TRH receptor; 360,000 compounds, 0.66% hits; AID 493056; enhancement, % at 2 µM; TRHR cells, fluo-8 calcium fluorescence, EC20 TRH enhancement; P34981; in the data active means enhancement above about 30%; further: 0% is about no effect
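Enhancer read-out: after compound pinning and an initial kinetic agonist-mode read, an EC20 of TRH (10 nM final) was injected and fluo-8 calcium signal (Ex 480/Em 530) followed at 1 s/cycle for 100 cycles in TRHR-expressing cells.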
TRHR ag: TRH receptor (human) agonism; TRHR cells, calcium flux fluo-8, FDSS agonist mode; activation, % at 2 µM; 360,000 compounds, 0.18% hits; further: 0% is about no effect
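TRHR-expressing cells, plated overnight in medium with 10% serum, were loaded with fluo-8 calcium dye at room temperature. After a 10 s baseline, library compound was pin-added and calcium release was recorded kinetically (ex 480/em 530) as agonist response.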
D2 antag: D2 dopamine receptor (human) antagonism. P14416. HEK293 TREx D2 cells, calcium flux, dopamine EC80. inhibition, % at 10 µM. 340,000 compounds, 2% hits; in the data active means inhibition above about 30%; further: 0% is about no effect
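Overnight-induced (tetracycline, 30 C) HEK293 T-REx cells carrying force-coupled D2 receive a no-wash calcium dye, then compound, then EC80 dopamine at 180 s; signals are read kinetically throughout.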
D1 ag: agonists of human D1 dopamine receptor | P21728 | HEK293 T-REx D1 cells, calcium flux, agonist mode | activation, % at 2 µM | 360,000 compounds, 1% hits; further: 0% is about no effect
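Inducible HEK293 T-REx D1 cells, force-coupled to calcium signalling, were plated at 4000 cells/well with tetracycline and held overnight at 30 C. After no-wash calcium dye loading, compound-evoked calcium rise over 180 s flagged agonists.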
D1 antag: human D1 dopamine receptor antagonism; HEK293 TREx D1 cells, calcium flux, dopamine EC80; active compounds read low; activity change, negative = inhibition, % at 10 µM; 360,000 compounds, 3.2% hits; AID 504652; in the data active means activity change below about -30%; further: on the % scale 0 is the no-effect control and ±100 the full control effect
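Antagonism measured as reduced calcium response to an EC80 dopamine addition following 180 s compound pre-read; cells were inducible HEK293 Trex D1 plated overnight at 30 C, read kinetically at 1 cycle/sec.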
Active calls of the source: *; ? = inconclusive; / = not tested or not shown. Unless noted, no stated cut-off is given here; in the data, active means activation above about 30%; inactive means the rest.

Results follow in this order: D2 potentiator, RXFP1 antag, D1 PAM, D2 ag, TRHR enhancer, TRHR ag, D2 antag, D1 ag, D1 antag
> Clc1ccc(C(c2ccc(Cl)cc2)n2cc[n+](CC(OCc3ccc(Cl)cc3Cl)c3ccc(Cl)cc3Cl)c2)cc1 (stereo unspecified)
  1, /, -4, -0.3, -3, 0.3, -21, 0, 24
> CCCCn1c(O)c(C(=O)/C=C/c2ccc3c(c2)OCO3)c(=O)[nH]c1=O
  4, -4, 3, -0.6, 12, -0.1, -1, 1, 2
> Cc1ccc(C(C)C)c(OCC#CCN2CCCC2)c1
  -26, -9, -3, -1.0, 2, -0.1, 35*, 1, /
> C=C1C(=O)O[C@@H]2C[C@@H](C)[C@@H]3C=CC(=O)[C@@]3(C)[C@@H](O)[C@H]12
  -5, /, -4, -0.3, 4, -0.4, -3, 1, 19
> Cc1cccc(NC(=O)CSc2nnc([C@@H](N)Cc3c[nH]c4ccccc34)o2)c1C
  -5, -3, 1, -1.1, 4, -0.1, 5, 3, -13
> CC(c1ccccc1)n1cncc1C(=O)N1CCCC1=O (stereo unspecified)
  -9, -9, -4, 0.4, 0, 0.7, 17, 3, 1
> Cc1nnc2n1-c1ccc(Cl)cc1C(c1ccccc1)=NC2
  8, /, -1, 1.0, -16, -0.2, -39, -1, -16
> O=C(Cn1c(=S)[nH]c2ccccc2c1=O)N1CCC2(CC1)OCCO2
  -3, -8, -7, 0.2, -4, 0.1, -6, 3, -29
> O=C(c1cc2nc(-c3ccccc3)cc(-c3ccccc3)n2n1)N1CCC2(CC1)OCCO2
  /, -2, 1, 0.7, 6, -0.4, 16, 2, -2
> CCC(C)(C)n1nnnc1C(c1cccs1)N1CC=C(c2ccc(F)cc2)CC1 (stereo unspecified)
  -5, -11, 0, 0.3, 3, 0.8, -18, 0, 4
> O=C1C2CCN(CC2)C1Cc1ccccc1O (stereo unspecified)
  15, -15, 0, 1.1, 6, 0.5, -6, 4, 17
> O=C1NC(=O)C2=Cc3ccc(O)cc3OC2(O)N1 (stereo unspecified)
  3, /, 3, 0.1, 7, 0.5, 6, 0, -5
> CN1C(=O)N(C)C(=O)C2(Cc3cc(NC(=O)c4ccc(F)cc4)ccc3N3CCCC32)C1=O (stereo unspecified)
  12, -10, 1, 3.9, -7, 3.3, -12, 4, -4
> COc1ccc(N2C(=O)NC(=O)/C(=C/c3ccc(N4CCOCC4)cc3)C2=O)cc1
  8, /, -1, 0.2, 2, 1.0, 14, 2, -2
> Cc1cnc[nH]1
  7, /, 0, 0.7, -1, 0.0, -1, 11, /

Next structures:
Results follow in this order: D2 potentiator, RXFP1 antag, D1 PAM, D2 ag, TRHR enhancer, TRHR ag, D2 antag, D1 ag, D1 antag
> Cc1cc(C)[n+](CCCC[n+]2c(C)cc(C)cc2C)c(C)c1
  3, /, -3, 0.8, 1, 0.3, 0, -1, -14
> C[N+](C)(C)CCc1ccc(O)cc1
  10, /, -3, 0.0, -6, -0.6, 2, 5, -21
> COc1cccc(C2CC3C(=O)C=CC2N3Cc2ccccc2)c1 (stereo unspecified)
  -1, 24, 2, 0.8, -1, 0.1, -9, 3, -1
> Cn1c(=O)cc(OCC(=O)N2CCN(C3CCCCC3)CC2)c2ccccc21
  -8, -6, -4, -1.5, -6, 0.0, -6, 1, -22
> COc1ccc(C2CC(c3c(O)n(CCc4ccccc4)c(=O)[nH]c3=O)=NN2)cc1OC (stereo unspecified)
  5, -16, -2, 0.5, 18, 0.5, 8, 2, 11
> CC(C)(C)c1ccc(CSc2cnn(C(C)(C)C)c(=O)c2Cl)cc1
  -10, -2, 5, 0.8, 0, 0.6, 1, 11, 3
> CCOCCN1CCC(OC(C)=O)C(C)C1 (stereo unspecified)
  -1, -4, -6, -0.1, -1, 1.9, -16, 2, -18
> COC(=O)C1=C(c2ccc(Cl)c(C(F)(F)F)c2)C[C@@H]2CC[C@H]1N2C(=O)NC(C)C
  -6, /, -2, 0.4, -3, 0.1, -9, -1, -4
> OCC(Cl)CCl (stereo unspecified)
  -2, /, -3, 0.4, 5, 0.1, -5, 0, /
> CC/C(CC(c1ccccc1)c1c(O)c2ccccc2oc1=O)=N\NC(N)=S (stereo unspecified)
  1, 26, -12, 0.3, 9, 0.1, 5, 4, -32*
> Cc1cccc(-n2c(O)c(/C=N/NC(=O)c3ccncc3)c(=O)[nH]c2=O)c1
  2, -5, -6, -0.2, 1, 0.5, -8, 1, -7
> COC(=O)C1=C(c2ccc(F)cc2F)C[C@@H]2CC[C@H]1N2C(=O)NC1Cc2ccccc2C1
  21, /, 3, -0.9, -5, -1.4, 1, -3, /
> COC(=O)C1=C(c2c(C)noc2C)C[C@@H]2CC[C@H]1N2C(=O)NCCNC(C)=O
  -8, /, -1, 0.1, -4, -0.1, -8, 0, /
> O=C(Cn1ncn2c(cc3cc(F)ccc32)c1=O)N1CCC2(CC1)OCCO2
  5, 16, -11, 0.1, -1, 1.2, -16, 3, 32
> COCCn1c(O)c(/C=N/NC(=O)CSC(=S)N2CCCC2)c(=O)[nH]c1=S
  -5, 0, 0, 0.2, 17, -0.3, -16, 1, 2

Next part:
Results follow in this order: D2 potentiator, RXFP1 antag, D1 PAM, D2 ag, TRHR enhancer, TRHR ag, D2 antag, D1 ag, D1 antag
> CC[N+]12CCC(CC1)C(=C(c1ccccc1)c1ccccc1)C2
  13, 5, 1, -1.2, 1, -1.0, 13, 5, 16
> CCCCCn1c(=O)c(C(=O)NCCc2ccccc2)c(O)c2ccccc21
  9, -6, -2, 0.0, -2, 1.3, 13, 5, 13
> Cc1ccc(-n2c(C)cc(/C=C3/C(=O)NC(=O)N(Cc4ccco4)C3=O)c2C)cc1
  -4, ?, -3, -1.0, -5, -0.8, 12, 2, -10
> O=C1CC(=O)N(c2cccc(F)c2)C(=O)N1
  10, 11, 0, 0.0, -3, 0.9, 15, 4, -13
> O=c1c2cc([N+](=O)[O-])ccc2nc(CN2CCOCC2)n1-c1ccccc1F
  /, /, 4, /, 16, -0.9, /, 1, 0
> CCCCn1c(=O)c(C(=O)Nc2ccccc2N)c(O)c2ccccc21
  -4, 1, -4, -0.3, 4, -0.3, 1, 1, -5
> CN(C)C1(CNC(=O)c2cc(S(=O)(=O)N3CCOCC3)c(Cl)cc2Cl)CCCCC1
  -10, 4, 13, 1.2, 14, 1.4, -10, 1, -11
> CC(=Nc1ccc2c(c1)CCC2)c1c(O)n(-c2ccccc2)c(=O)[nH]c1=O
  7, -7, -11, -0.5, 0, 0.5, -1, 1, -7
> CCC(C)n1c(O)c(/C=N/Nc2ccccc2)c(=O)[nH]c1=S (stereo unspecified)
  -22, -21, -7, 1.6, 17, -0.3, 2, 4, 4
> Cc1ccc(OP(=O)(Nc2cccc(C)c2)Oc2ccc(C)cc2)cc1
  -3, -15, 0, 0.2, 7, 1.3, 12, 7, 5
> CN1C(=O)NC(=O)C2(Cc3ccccc3N3CCOCC32)C1=O (stereo unspecified)
  8, 5, -6, 0.0, 14, 0.2, -10, 4, -32*
> O=C(Nc1cccnc1)c1c(O)c2c(n(Cc3ccccc3)c1=O)CCCC2
  11, -9, 3, 1.9, 1, 0.8, -3, 3, -4
> COC(=O)C1=C(c2cccc(OCc3ccccc3)c2)C[C@@H]2CC[C@H]1N2C(=O)NCc1cccc(F)c1
  -4, /, 5, 1.1, 22, 1.3, 6, 6, 13
> O=C1NC(=O)C(CCc2ccccn2)(Cc2cccc(Cl)c2Cl)C(=O)N1c1ccc(Br)cc1 (stereo unspecified)
  11, 2, 0, -1.2, 6, -0.6, -11, 1, 8
> CCC(C(=O)N1C[C@H]2C[C@@H](C1)c1cccc(=O)n1C2)c1ccccc1 (stereo partly specified)
  13, /, 3, 0.6, 2, 0.4, -6, 1, -5

Continued.
Results follow in this order: D2 potentiator, RXFP1 antag, D1 PAM, D2 ag, TRHR enhancer, TRHR ag, D2 antag, D1 ag, D1 antag
> O=C(NCCCn1ccnc1)C(Cl)(Cl)Cl
  3, -6, 0, 0.6, 1, 0.6, 17, 2, -12
> CC1(C)OC(c2ccccc2)=C/C(=C/C=C2C(=O)NC(=O)NC2=O)O1
  1, 8, -1, 10, 15, 30, -1, 52*, -5
> Cc1ccccc1CN1CCN(C(=O)Cc2ccccc2)CC1
  -1, 20, 3, -1.0, 17, -0.1, -11, 4, 20
> COP(=O)(CC(=O)O)c1ccccc1 (stereo unspecified)
  -3, 8, -1, 0.2, -11, 0.5, -33, -3, /
> Cc1nn(C2CCOC(C)(C)C2)c2c1C(c1ccc3c(c1)OCO3)SCC(=O)N2 (stereo unspecified)
  -1, -1, -5, -0.9, -2, 0.0, 9, 2, 3
> O=C(O)CC1OCC=C2CN3CCC45c6ccccc6NC4C1C2CC35 (stereo unspecified)
  5, 2, 4, 0.6, 8, 0.2, 6, 3, 1
> O=C(c1ccc(Cl)cc1)C1CCCN(Cc2cccc3cccnc23)C1 (stereo unspecified)
  1, 7, -5, -0.3, 1, -3.5, 6, 13, -12
> O=C1NC(=O)N(CCC2=CCCCC2)C(=O)/C1=C\c1cccs1
  -4, ?, -5, -1.6, 4, 0.4, 17, 2, -5
> CN(C(=O)Oc1ccc(C(=O)c2ccc(Cl)cc2)cc1)c1ccccc1
  -6, -14, -8, 0.6, -8, 1.3, 21, 10, 10
> COC(=NC1CCCC1)C(O)c1c[nH]c2ccccc12 (stereo unspecified)
  -1, -3, -1, /, -5, -0.4, /, -2, 2
> Fc1ccc(CCNCc2cccc(Cl)c2)cc1
  /, -17, -12, /, -5, 3.3, /, 42*, -8
> Cc1cccc(CSc2nc3c(cc2C#N)CN(C)CC3)c1
  -15, 8, -3, 0.6, -2, 0.5, -4, 1, -4

By substructure: the entries above with an aryl thioether with sulfur outside any ring
Results follow in this order: D2 potentiator, RXFP1 antag, D1 PAM, D2 ag, TRHR enhancer, TRHR ag, D2 antag, D1 ag, D1 antag
> Cc1cccc(NC(=O)CSc2nnc([C@@H](N)Cc3c[nH]c4ccccc34)o2)c1C
  -5, -3, 1, -1.1, 4, -0.1, 5, 3, -13
> CC(C)(C)c1ccc(CSc2cnn(C(C)(C)C)c(=O)c2Cl)cc1
  -10, -2, 5, 0.8, 0, 0.6, 1, 11, 3
> Cc1cccc(CSc2nc3c(cc2C#N)CN(C)CC3)c1
  -15, 8, -3, 0.6, -2, 0.5, -4, 1, -4

This is a subset; the hit share may differ from the screen's.
